# Compound activity from PubChem BioAssay.
# FLuc modulator – firefly luciferase modulation, counter-screen for miR-21 project; purified FLuc, Km substrates, luminescence inhibition; Potency, µM (top dose mostly 57.5 µM), for the others: top-dose activity change, negative = inhibition, actives largely listed as inhibitors; 360,000 tested, 6.9% active; AID 588342; active = well fitted inhibition curve with a large enough effect; inconclusive = small, poorly fitted or top-dose-only effect;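 also: plate controls were vehicle for no effect and reference inhibitor for full effect; nearly all actives have a fitted effect of over 55% in size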
# Target sequence (P08659 whole entry, looked up): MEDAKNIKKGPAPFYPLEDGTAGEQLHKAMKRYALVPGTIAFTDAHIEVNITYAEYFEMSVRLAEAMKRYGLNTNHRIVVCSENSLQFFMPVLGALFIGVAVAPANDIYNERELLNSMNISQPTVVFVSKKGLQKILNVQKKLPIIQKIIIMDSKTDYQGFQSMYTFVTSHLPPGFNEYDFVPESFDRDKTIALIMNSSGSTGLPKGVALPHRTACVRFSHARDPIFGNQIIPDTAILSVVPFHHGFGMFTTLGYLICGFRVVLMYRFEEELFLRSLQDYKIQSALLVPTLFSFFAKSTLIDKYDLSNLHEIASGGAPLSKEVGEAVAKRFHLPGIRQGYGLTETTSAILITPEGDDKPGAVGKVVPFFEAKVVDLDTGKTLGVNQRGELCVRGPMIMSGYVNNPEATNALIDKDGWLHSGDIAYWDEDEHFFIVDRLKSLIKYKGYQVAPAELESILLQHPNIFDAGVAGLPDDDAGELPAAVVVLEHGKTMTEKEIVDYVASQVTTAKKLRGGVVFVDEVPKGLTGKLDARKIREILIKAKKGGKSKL
#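 Purified P. pyralis luciferase (10nM final) with 10uM D-luciferin and 10uM ATP (Km levels) in 50mM Tris acetate pH 7.5, 10mM Mg acetate, 0.01% Tween-20, 0.05% BSA; qHTS 6-point titration, ~60 µM downward; luminescence read.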
# * = called active by the depositor; ? = inconclusive. Potency is read from the fitted curve at half-maximal effect.
SMILES,FLuc modulator
Fc1ccc(Nc2ncnc3c2nc2n3CCCC2)cc1,?
Cn1c(=O)c2nc(SCC(=O)Nc3ccc(Cl)c(Cl)c3)n(C)c2n(C)c1=O,-0.7%
CCOc1ccc(-c2nc(Cn3c(=O)cc(C)c4c(C)nn(-c5ccccc5)c43)c(C)o2)cc1,-4.6%
CCn1c2c(c(=O)n3ncc(C(=O)Nc4ccc(F)cc4Cl)c13)CN(Cc1ccc(OC)cc1)CC2,-20.0%
COc1ccc(S(=O)(=O)Nc2ccc3c(c2)CCCN3S(=O)(=O)c2ccc(C)cc2)cc1F,-0.7%
COc1ccc(NC(=O)C(c2ccccc2)N2Cc3ccccc3C2=O)cc1 (centres undefined),-16.3%
COc1cc(NC(=O)C2CCCN(S(=O)(=O)c3cn(C)cn3)C2)cc(OC)c1 (centres undefined),-0.9%
COc1ccc(S(=O)(=O)NCC(c2ccc(N(C)C)cc2)N2CCc3ccccc32)cc1F (centres undefined),0.7%
CCc1ccccc1NC(=O)c1cnc2sc(N3CCCC3)nn2c1=O,-5.7%
CCCSc1ncc(Cl)c(C(=O)Nc2nc3ccc(OCC)cc3s2)n1,-0.7%
Cc1cccc(N2CCN(C(=O)c3sc4nc5n(c(=O)c4c3C)CCC5)CC2C)c1 (centres undefined),-2.1%
CCOc1ccc(NCc2cccn2-c2nnc(N3CCC(C(=O)NC(C)c4ccccc4)CC3)s2)cc1 (centres undefined),-13.8%
Nc1c(C(=O)Nc2ccc(C(=O)O)cc2)sc2nc3c(cc12)CCCC3,0.19µM*
Cc1cc([N+](=O)[O-])ccc1NC(c1nnc(-c2ccccc2)o1)c1ccccc1F (centres undefined),-14.2%
CC(C)(C)c1ccc(C(=O)Nc2ccc(C(=O)OCc3cc(=O)n4ccsc4n3)cc2)cc1,-1.6%
CCOc1ccc(NC(=O)C(=O)NCCc2csc(-c3ccc(C(F)(F)F)cc3)n2)cc1,-1.5%
COc1ccccc1-c1c(C)nn2c(-c3ccccc3)cc(-c3ccccc3)nc12,1.1%
CCc1ccc(NC(=O)C2CCCN(c3nn4cc(-c5ccc(OC)cc5)nc4s3)C2)cc1 (centres undefined),?
O=C(Cn1ccc2cc(S(=O)(=O)N3CCCCCC3)ccc21)NCCc1ccccc1Cl,1.3%
CCc1ccccc1NC(=O)c1c(NC(=O)c2ccccc2)sc2c1CCCC2,0.9%

# Among those listed so far, these have a thiophene ring, fused or not:
SMILES,FLuc modulator
Cc1cccc(N2CCN(C(=O)c3sc4nc5n(c(=O)c4c3C)CCC5)CC2C)c1 (centres undefined),-2.1%
Nc1c(C(=O)Nc2ccc(C(=O)O)cc2)sc2nc3c(cc12)CCCC3,0.19µM*
CCc1ccccc1NC(=O)c1c(NC(=O)c2ccccc2)sc2c1CCCC2,0.9%

# Further entries:
SMILES,FLuc modulator
CCC(=O)N1CCc2cc(Br)cc(S(=O)(=O)CCC(=O)N(CC)Cc3ccccc3)c21,1.0%
CN1CC(=O)N(CC(=O)Nc2cccc(C#N)c2)c2ccccc2C1=O,0.4%
NC(=O)c1ccc(NC(=O)C2CCN(S(=O)(=O)Cc3ccccc3)CC2)cc1,-0.7%
CCOC(=O)c1[nH]c2c(c1Cc1ccccc1)C(=O)CC(c1ccc(C(C)(C)C)cc1)C2 (centres undefined),-0.2%
Cc1ccc(S(=O)(=O)c2nnn(-c3ccc(F)c(Cl)c3)c2N)cc1,1.1%
COc1ccccc1CNC(=O)CSCc1nc(-c2ccc(OC)c(OC)c2)oc1C,-1.4%
COc1ccc2c(C)c(CCC(=O)NCc3ccc(OC)c(OC)c3)c(=O)oc2c1,-2.0%
O=C1CC(c2nc(-c3cccc(Cl)c3)no2)CN1c1ccc2c(c1)OCCO2 (centres undefined),-1.0%
O=C(Nc1ccc2oc(-c3cc(Br)ccc3Cl)nc2c1)c1ccc2ccccc2c1,-7.5%
CCc1ccc(-n2nc(CO)c(C(=O)NCCCc3ccccc3)n2)cc1,-17.6%
COc1cccc(CNc2ncnc3c2nnn3C)c1,-5.8%
O=C(NCC(c1ccco1)S(=O)(=O)c1cccs1)c1ccc(Cl)cc1 (centres undefined),-3.3%
Cc1nnc(N2CCN(C(=O)Nc3cccc(C(F)(F)F)c3)CC2)c2nn(-c3ccccc3)c(C)c12,-9.2%
Cn1c(=O)n(Cc2ccccc2)c(=O)c2c1nc1n2CCN1c1ccccc1,?
Cc1ccc(CNC(=O)C2CCN(c3ncnc4c3nc3n4CCCCC3)CC2)cc1,2.0%
Cc1c(C)n(Cc2ccccc2)c2ccc(C(=O)NCc3ccccc3F)cc12,-0.5%
CCN(CC)CCCNC(=O)c1cn(C)c2ccc(S(=O)(=O)N3CCOCC3)cc2c1=O,-1.1%
Cc1cc(C)cc(NC(=O)Cn2c(=O)n(-c3ccc(C)c(C)c3)c(=O)c3oc4ccccc4c32)c1,-9.6%
Cc1oc2ccc(O)c(CN3CCN(Cc4ccccc4)CC3)c2c1C(=O)Nc1cccc(Cl)c1C,-1.7%
Cc1cccc(NC(=O)c2ccc(F)c(S(=O)(=O)N(C)C3CCCCC3)c2)c1,-7.5%
Cc1nc(N2CCOCC2)c2c(C(=O)N3CCN(c4ccccc4F)CC3)c(C)oc2n1,-4.9%
CCOc1cc2[nH]c(=O)n(CCCCC(=O)N3CCN(c4cccc(Cl)c4)CC3)c(=O)c2cc1OCC,-13.0%
CC(NC(=O)c1ccc2nc(CCc3ccccc3)oc2c1)c1ccccc1 (centres undefined),-1.0%
CCc1cc2c(cc3c(=O)n(CC(=O)N4CCN(c5cc(Cl)ccc5C)CC4)nc(CC)n32)s1,-10.4%
CCN(CC)c1ccc2cc(-c3nc(-c4cccs4)no3)c(=O)oc2c1,3.79µM*
Cc1c(C(=O)N2CCC(C)CC2)c(S(=O)(=O)NCc2ccccc2)c(C)n1C,-1.6%
COC(=O)c1cc(NC(=O)c2sc3ncn(Cc4cccc(F)c4)c(=O)c3c2C)cc(C(=O)OC)c1,-0.3%
CN(C)CCNC(=O)CN1C(=O)CCn2nc(-c3cn(C)c4ccccc34)cc21,-1.9%
CCCn1cc(S(=O)(=O)c2ccc(CC)cc2)c(=O)c2cc(F)c(N(CC)CC)cc21,4.1%
Cc1ccn2c(Nc3ccccc3C)c(-c3ccccc3)nc2c1,?
COc1ccc(NC(=O)Cn2c(=O)n(Cc3nc(C)no3)c(=O)c3cc4c(cc32)OCO4)cc1OC,1.0%
Cc1cccc(N2CCN(C(=O)c3ccc4c(c3)c(C)c(C)n4C)CC2)c1C,1.9%
O=C(Nc1cccc(C(F)(F)F)c1)c1cc2nc(-c3ccccc3)cc(C(F)(F)F)n2n1,-3.8%
Cc1ccc(C(=O)Nc2cccc(C(=O)OCc3cc(=O)n4nc(C5CC5)sc4n3)c2)cc1,?
COc1ccc(Cl)cc1NC(=O)CN1c2ccccc2S(=O)(=O)c2ccccc21,-2.8%
COc1ccc(-c2nc(CNS(=O)(=O)c3cccc(F)c3)cs2)cc1,-10.5%
COc1cc(OC)c2c(C)c(CC(=O)NCCc3ccccc3OC)c(=O)oc2c1,0.7%
COc1ccc(OC)c(-c2cc(C(=O)Nc3c(C)nn(Cc4ccc(C)cc4)c3C)no2)c1,-0.5%
COc1ccc(CCNC(=O)Cn2c(=O)n(-c3cc(OC)c(OC)c(OC)c3)c(=O)c3ccccc32)cc1OC,2.5%
CCOc1ccc(-c2c(C)nn3c(C)c(C(=O)NCCc4ccc(C)cc4)cnc23)cc1OCC,-0.5%

# Shown as labelled records: 4 of the compounds above
COc1cc(OC)c2c(C)c(CC(=O)NCCc3ccccc3OC)c(=O)oc2c1
  FLuc modulator: 0.7%

COc1ccc(-c2nc(CNS(=O)(=O)c3cccc(F)c3)cs2)cc1
  FLuc modulator: -10.5%

Cc1ccc(C(=O)Nc2cccc(C(=O)OCc3cc(=O)n4nc(C5CC5)sc4n3)c2)cc1
  FLuc modulator: ?

COc1ccc(CCNC(=O)Cn2c(=O)n(-c3cc(OC)c(OC)c(OC)c3)c(=O)c3ccccc32)cc1OC
  FLuc modulator: 2.5%

# Further records.
SMILES,FLuc modulator
O=C(CCS(=O)(=O)c1cccs1)Nc1ccc(C(=O)Nc2ccccc2F)cc1,-9.2%
CCN(C(=O)Cn1c(=O)oc2cc(Cl)ccc21)c1cccc(C(F)(F)F)c1,-1.5%
CC(C)CCNC(=O)c1ccc2c(c1)NC(=O)C(CS(=O)(=O)Cc1ccc(F)cc1)N2 (centres undefined),-3.4%
CCC1CN(C(=O)N2CCC(C(=O)N3CCN(c4cccc(C)c4C)CC3)CC2)c2ccccc2O1 (centres undefined),-16.4%
CCc1ccccc1NC(=O)CSc1nnc(-c2ccccc2)c(-c2ccccc2)n1,-4.5%
COc1ccc(CNc2nc(-c3ccco3)nn2S(=O)(=O)c2ccc3ccccc3c2)cc1OC,-1.1%
COC(=O)c1cc2oc(C)cc2n1CC(=O)Nc1ccc(C)cc1C,-8.0%
COc1cccc(-c2nc(SCC(=O)N3CCc4ccccc43)c3c(=O)n(C)c(=O)n(C)c3n2)c1,-0.3%
COc1ccccc1NC(=O)Cc1c(C(=O)O)[nH]c2ccc(Cl)cc12,?
CCOC(=O)Cc1ccc(NC(=O)N2CC(C)Oc3ccc(Cl)cc32)cc1 (centres undefined),-0.2%
COc1ccc(CCNC(=O)c2ccc3c(c2)c(C)c(C)n3Cc2ccccc2)c(OC)c1OC,-19.7%
CCOC(=O)c1c(NC(=O)c2cc(-c3ccc(Cl)cc3)on2)sc2c1CCCC2,-12.9%
Cc1cc2oc(C(=O)Nc3nc(-c4ccccc4)ns3)c(C)c2cc1Cl,?
Cc1cc(S(=O)(=O)Nc2ccc(-c3ccc(N4CCCCCC4)nn3)cc2)c(C)cc1Cl,?
CCOC(=O)c1scc(-c2ccc(C)cc2)c1S(=O)(=O)Nc1ccc(OC)c(Cl)c1,-9.7%
CCOC(=O)c1cc2c(=O)n3ccccc3nc2n(Cc2ccco2)c1=NC(=O)c1cc(C)cc(C)c1,1.7%
O=C(CSc1nc(-c2ccc(Cl)cc2)nc2c1Cc1ccccc1O2)N1CCCCC1,-2.9%
COc1cccc(C(=O)Nc2cc3cc(OC)ccc3oc2=O)c1,0.2%
CCOC(=O)c1c(NC(=O)/C=C/c2ccc(C(C)C)cc2)sc2c1CCC2,-5.6%
COc1ccc(C2CC(=O)c3cc(-c4nc(-c5cccc([N+](=O)[O-])c5)cs4)c(=O)n(-c4ccc(C)c(C)c4)c3C2)cc1 (centres undefined),-2.8%
CCCc1cc(=O)[nH]c(Nc2cc(Cl)ccc2OC)n1,-3.2%
Cc1ccccc1-n1c(SCC(=O)Nc2ccc(Cl)cc2F)nnc1-c1cc2occc2n1C,6.0%
O=c1oc2ccc(Br)cc2cc1-c1nc(-c2ccccc2)no1,-0.9%
CCC(Sc1nc2n[nH]c(C)c2c(=N)n1-c1ccc(Br)cc1)C(=O)N(CC)CC (centres undefined),-9.8%
Cc1cccc(Oc2nc3c(C)cccn3c(=O)c2/C=C(\C#N)c2nc3ccccc3[nH]2)c1,1.1%
COc1ccc(NC(=O)CCc2nnc3n(C)c(=O)c4sccc4n23)cc1Cl,0.4%
COc1cc(-c2cc(OC)c3c(C)oc(C)c3c(=O)c2)ccc1OC(=O)c1cccc(C)c1,3.3%
O=C(CSc1c2c(nc3ccc(Cl)cc13)CCCC2)N1CCN(c2cccc(Cl)c2)CC1,-7.9%
Cc1ccc(NCc2cccn2-c2nnc(N3CCC(C(=O)NCCc4ccccc4)CC3)s2)cc1,-8.5%
COc1ccc(-n2nc3cc(C)c(NC(=O)c4ccc(-c5ccc(Br)cc5)o4)cc3n2)cc1,?
O=C(Nc1ccccc1C(F)(F)F)Nc1c[nH]c(=O)[nH]c1=O,1.1%
Cc1cc(OCC(=O)Nc2sc3c(c2C#N)CCC(C)C3)ccc1Cl (centres undefined),0.9%
CCOC(=O)c1cnc2ccc(OC)cc2c1Nc1cccc(C(C)=O)c1,?
Nc1nonc1-c1nc2ccccc2n1CC(=O)Nc1ccc(F)cc1,-1.2%
COc1ccc(CCNC(=O)Cc2c(C)c3cc4c(C)coc4c(C)c3oc2=O)cc1,-6.6%
COc1ccc(-c2csc(=Nc3ccccc3)n2CCO)cc1F,-18.9%
Cc1cccc(-c2noc(-c3ccccc3NC(=O)C3CC(=O)N(c4ccccc4C)C3)n2)c1 (centres undefined),-1.0%
Cc1ccc(Nc2cc(C(=O)NC3CCCC3)c3ccccc3n2)cc1C,?
CC(C)c1ccc(NC(=O)c2cc(S(=O)(=O)NCc3ccccc3Cl)ccc2F)cc1,-4.1%
Cc1ccc(-n2nc(C(=O)Nc3ccc(F)cc3Cl)c(=O)n(C)c2=O)cc1,-0.7%
Cc1ccc(CNC(=O)C2CCCN(S(=O)(=O)c3ccc4c(ccn4C)c3)C2)cc1 (centres undefined),-1.5%
Cc1cccc(C)c1NC(=O)CN(C)S(=O)(=O)c1ccc2c(c1)n(C)c(=O)c(=O)n2C,0.3%
CSc1ncc(C(=O)Nc2cccc(C)c2C)c(-c2ccccc2)n1,-1.6%
CCc1ccc(-c2cn3c(n2)sc2cc(C(=O)NCCc4ccc(OC)cc4OC)ccc23)cc1,4.7%
CCOC(=O)CSc1nc(-c2ccc(OCC)cc2)cc(C(F)(F)F)c1C#N,0.4%
Cc1ccc(C)c(Nc2cc(C(=O)NCCCN(C)C3CCCCC3)c3ccccc3n2)c1,-0.7%
COc1ccc(Cl)cc1NC(=O)CSC1=Nc2ccccc2C2=NC(CCC(=O)NCc3ccco3)C(=O)N12 (centres undefined),-0.6%
Cc1nc(N2CCCC2)c2c(C(=O)Nc3ccc(Br)cc3F)c(C)oc2n1,-0.1%
COCCNC(=O)CSc1nc2cc3c(cc2c(=O)n1Cc1ccc(C(=O)NCCc2ccc(OC)c(OC)c2)cc1)OCO3,-7.3%
Cc1ccc(N2CCN(C(=O)c3nn(C)c4c3CSc3ccccc3-4)CC2C)cc1 (centres undefined),2.3%

# These rows are one share of the data. The share of hits here may be higher or lower than overall.
